# Source: PubChem (several laboratories)
# MDM2 E3 inh: Mdm2 E3 ligase (human) inhibition; cell-based MDM2 ubiquitination luciferase reporter, 2 h; 0 = plate control, 100 = twice control, blank-subtracted; signal enhancement, % at 5 µM; 0.11% of 210,000 active; AID 1230;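 active = signal enhancement of 30% or more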;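 also: luminescence tracks abundance of the self-degrading MDM2-luciferase fusion protein; higher signal means inhibition of MDM2 E3 ligase activity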
#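 Assay system: stable mammalian line carrying autodegrading MDM2–luciferase fusion reporter; amount: 2000 cells seeded into each well; buffer or medium: DMEM; benchmarks: plate control and blank wells; signal: luciferase luminescence; timing: 2 h compound exposure at 37 °C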
# eIF4E-4G inh: inhibitors of eIF4E and eIF4G interaction in translation initiation; inhibition, % at 21.7 µM; 0.37% of 220,000 active; TR-FRET eIF4E-eIF4GI(517-606) binding, 2 h;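 active = inhibition above about 30%, limit read from the data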;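 also: 0% = full FRET control wells and 100% = background wells lacking eIF4GI fragment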
# 14-3-3 Bad PPI: disrupts binding of bovine 14-3-3 zeta to phospho-Bad peptide | P63103 | TR-FRET 14-3-3zeta/Dy647-pBad peptide displacement, 1 h | inhibition, % at 21.7 µM | 0.71% of 220,000 active | AID 781;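 active = inhibition above about 70%, limit read from the data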;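 also: 0% = full 14-3-3 plus peptide FRET controls and 100% = background without 14-3-3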
# Target sequence (P63103 whole entry, looked up): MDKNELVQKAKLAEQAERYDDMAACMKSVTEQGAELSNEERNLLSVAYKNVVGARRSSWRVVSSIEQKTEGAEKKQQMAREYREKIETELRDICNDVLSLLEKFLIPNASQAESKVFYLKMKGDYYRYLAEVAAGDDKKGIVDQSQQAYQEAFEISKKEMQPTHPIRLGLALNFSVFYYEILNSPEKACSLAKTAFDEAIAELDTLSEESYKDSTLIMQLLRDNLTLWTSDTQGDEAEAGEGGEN
# FXIa inh: inhibitors of human coagulation factor XIa; purified FXIa, Boc-Glu-Ala-Arg-AMC fluorogenic substrate; inhibition, % at 5 µM; 0.14% of 220,000 active;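 active = inhibition of at least 40%; inactive = inhibition below 40%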;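 also: fluorescence of freed AMC excited at 355 nm; 0% = enzyme without compound and 100% = no enzyme blank; many of its hits are not listed in these tables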
# Wee1 degr inh: blocks degradation of human Wee1 kinase; P30291; HeLa Luc-Wee1K328M stability, luciferase luminescence; 100% = proteasome inhibitor MG132 effect; reporter increase, % at 5 µM; 1.2% of 220,000 active;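 active = activation above the mean of all tested compounds plus 3 SD, set per screening run, cut at about 8.8% in these data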;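 also: cells exposed to compound for 20 h before luminescence read; 0% = DMSO alone and 100% = MG132 at 30 µM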
# KLK5 inh: inhibitors of human kallikrein 5; Q9Y337; recombinant hK5, fluorogenic AMC substrate cleavage; 0.59% of 210,000 active; inhibition, % at 5 µM; AID 873;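 active = inhibition of 40% or more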;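 also: 0% = enzyme controls without compound and 100% = no-enzyme blanks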
# Target sequence (Q9Y337 67-293 limits assumed): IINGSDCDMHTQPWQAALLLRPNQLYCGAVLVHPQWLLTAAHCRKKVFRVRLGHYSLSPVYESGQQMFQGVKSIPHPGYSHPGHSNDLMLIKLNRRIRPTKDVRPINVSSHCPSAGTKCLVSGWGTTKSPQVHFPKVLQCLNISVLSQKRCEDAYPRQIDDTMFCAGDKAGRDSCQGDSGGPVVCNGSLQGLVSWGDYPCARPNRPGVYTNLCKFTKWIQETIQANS
# p97 inhibitor: inhibitors of human p97 ATPase; P55072; recombinant p97 ATPase, Kinase-Glo ATP luminescence, 3 h; inhibition, % at 8 µM; 0.42% of 220,000 active; AID 1481; in the data active = inhibition above about 15%;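 also: 0% = DMSO vehicle and 100% = wells lacking enzyme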
# Rad51 HR inh: Rad51 (human) homologous recombination inhibition; Q06609; hRad51 DNA strand exchange, fluorescence dequenching; inhibition, % at 10 µM; 0.085% of 200,000 active; AID 1385;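 active = inhibition above 40% at the single screening dose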;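 also: 0% = DMSO control wells and 100% = blanks with heterologous ssDNA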
#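 Material: Human Rad51 nucleoprotein filaments preassembled on unlabelled ssDNA | Also added: Labelled 47-mer dsDNA for strand exchange | Dosing: Single dose, 10 µM final compound | Schedule: 30-min compound preincubation and 15-min exchange, both room temperature | Technique: Fluorescence dequenching at 485/520 nm | Measure: Percent inhibition relative to plate controls and blanks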
# FXIIa inh: blocks human coagulation factor XIIa protease activity | P00748 | purified FXIIa, Boc-QGR-AMC fluorogenic substrate, 2 h | inhibition, % at 5 µM | 0.3% of 220,000 active; in the data active = inhibition above about 40%;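 also: 0% = enzyme with no compound and 100% = blank without enzyme; many of its hits are not listed in these tables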
# Target sequence (P00748 20-372 limits assumed): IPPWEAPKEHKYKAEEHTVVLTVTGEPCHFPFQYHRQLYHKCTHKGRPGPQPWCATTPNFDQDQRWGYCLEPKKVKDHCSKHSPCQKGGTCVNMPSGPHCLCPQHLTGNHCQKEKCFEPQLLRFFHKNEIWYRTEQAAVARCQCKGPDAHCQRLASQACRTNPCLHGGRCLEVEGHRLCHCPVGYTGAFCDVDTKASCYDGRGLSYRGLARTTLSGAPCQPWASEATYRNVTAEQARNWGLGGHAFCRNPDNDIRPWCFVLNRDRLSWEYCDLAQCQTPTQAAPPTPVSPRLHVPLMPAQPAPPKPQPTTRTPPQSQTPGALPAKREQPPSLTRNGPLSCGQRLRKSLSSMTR
# Target sequence (P00748 373-615 limits assumed): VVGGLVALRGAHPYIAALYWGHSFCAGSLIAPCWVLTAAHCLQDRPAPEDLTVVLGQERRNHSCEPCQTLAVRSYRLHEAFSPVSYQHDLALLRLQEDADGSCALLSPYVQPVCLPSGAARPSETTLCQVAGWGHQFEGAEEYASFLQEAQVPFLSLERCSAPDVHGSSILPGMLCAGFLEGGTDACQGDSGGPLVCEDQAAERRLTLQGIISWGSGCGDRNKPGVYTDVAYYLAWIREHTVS
# * = called active by the depositor; i = inactive; . = no result given; [ ] = another dose, or the depositor's remark.
# Each structure is followed by: MDM2 E3 inh	eIF4E-4G inh	14-3-3 Bad PPI	FXIa inh	Wee1 degr inh	KLK5 inh	p97 inhibitor	Rad51 HR inh	FXIIa inh
CC(=O)Nc1ccc(OCC(O)CN2C(C)CCCC2C)cc1 (configuration not stated)
→ 5	2	-18[fluorescence artefact?]	-6	0	-22	2	-1	-3
COc1ccc(Cl)cc1NC(=O)CN1CCCCCC1
→ -1	-1	-10	6	0	-2	2	6	9
CCOC(=O)c1cnc2c(N=Nc3cccc(Cl)c3)c(N)nn2c1N
→ -13	-14	-3	2	2	-18	-1	2	18
Cc1ccc(-c2nnc(SCC(=O)N3CC(C)CC(C)C3)o2)cc1C (configuration not stated)
→ -16	3	7[fluorescence artefact?]	3	-2	5	-3	8	14
CCOc1ccc(N(CC(=O)N2CCC(Cc3ccccc3)CC2)S(C)(=O)=O)cc1
→ -3	-4	-7	-5	-2	-9	2	9	7
O=C(CCC(=O)c1cccs1)NCc1ccccc1
→ -18	-4	13	1	0	7	4	-5	3
CCCn1c(SCC(=O)c2ccc3c(c2)OCCO3)nnc1-c1ccco1
→ -1	4	15	2	6	12	-8	-4	15
CC1CCCN(C(=O)C2CCN(CC(C)c3ccccc3)CC2)C1 (configuration not stated)
→ -5	-5	59[fluorescence artefact?]	2	0	-9	0	7	11
CC(C(=O)NCc1ccccn1)c1ccc([N+](=O)[O-])cc1 (configuration not stated)
→ -2	4	-14	-1	1	-5	0	17	5
Cc1nnc(SCC(=O)Nc2sc3c(c2C(N)=O)CCCC3)[nH]c1=O
→ -29	13	2	3	7	-23	2	11	10
CCC(=O)O[C@]1(C(=O)CCl)[C@@H](C)C[C@H]2[C@@H]3CCC4=CC(=O)C=C[C@]4(C)[C@@]3(F)[C@@H](O)C[C@@]21C
→ .	-5	-6	1	9.3*	-7	1	3	8
CCOc1cc(C2NC(=O)NC(c3ccccc3)=C2C(C)=O)ccc1OC(C)=O (configuration not stated)
→ -15	4	-7	-5	-1	-5	4	.	6
CCOc1ccc2nc3c(cc2c1)CN(CCCO)C(=NCCOC)S3
→ -7	2[fluorescence artefact?]	0	0	-4	-1	-2	3	15
Cc1cc2nccc(-c3cccnc3)n2n1
→ 10	4	-20	-2	-5	-2	7	-4	5
CCn1cc(C(=O)O)c(=O)c2cc(F)c(N3CCN(C(=S)Nc4ccc(OC)cc4)CC3)cc21
→ -2	-7	1	-3	-1	-3	-1	16	2
O=C(N/N=C/c1ccc(Cl)cc1)c1cc2c(s1)-c1ccccc1CC2
→ 0	-4	18	8	26*	-9	5	-10	13
COc1ccc(NC(=S)Nc2ccc3nc(C)c(C)nc3c2)cc1
→ -14	2	-13	-5	2	-13	1	-1	2
CC1CCC(=C(C#N)c2nc(-c3cc4ccccc4oc3=O)cs2)CC1 (configuration not stated)
→ -11	0	4	-3	-2	2	7	-5	11
Cc1ccc(CNc2oc(-c3ccco3)nc2C#N)cc1
→ 17	-7	-7[fluorescence artefact?]	0	1	0	0	.	10
Cc1ccc2nc(NC(=O)Cn3nc(C)c([N+](=O)[O-])c3C)sc2c1
→ -8	2	-16	0	-1	-17	2	7	4
COC(C/C=C\[C@@H](O)COCc1ccccc1)OC
→ -5	2	-9	-3	.	-2	.	0	3
CCS(=O)(=O)N1CCCC(C(=O)NCc2cccc(OC)c2)C1 (configuration not stated)
→ -8	0	7	-28	-2	2	-3	11	1
Cc1ccc(NC(=O)Nc2ccccc2)cc1[N+](=O)[O-]
→ -5	-3[fluorescence artefact?]	12	19	-2	-1	0	13	15
CCc1ccc(NC(=O)Cn2nnc(C(=O)NCc3cccs3)c2N)cc1
→ -7	0	-1	-1	-2	-7	1	-8	7
CNc1nc(C23CC4CC(CC(C4)C2)C3)cs1
→ 6	-7	-9	2	0	.	0	.	13
O=C(CNC(=O)c1ccco1)NCC(=O)OCc1cccc(C(=O)Oc2ccccc2)c1
→ 7	1	0	-4	2	-2	3	4	-4
CCN1CCN(C(c2cccs2)C(C)NC(=O)c2ccco2)CC1 (configuration not stated)
→ -6	1	-13[fluorescence artefact?]	-9	0	1	-2	-4	-16
COc1ccc(C2c3c(ncn(CCN4CCOCC4)c3=N)Oc3ccc4ccccc4c32)cc1OC (configuration not stated)
→ -11	1[fluorescence artefact?]	0	-3	0	1	-8	13	1
CCn1cc(/C=N\NC(=O)c2ccc(Cl)cc2)cn1
→ -4	-9[fluorescence artefact?]	8	5	-1	-9	10	.	12
C/C(=N\OCC(=O)Nc1nc2ccccc2s1)c1ccccc1
→ -4	-3	-12	4	-1	-22	7	4	8
CC(=O)Nc1ccc(C(=O)N(C)c2ccccc2)cc1
→ -6	3	13	5	3	-29	1	-2	6
Cc1cc(C)nc(SCC(=O)N2CCCCC2)n1
→ -13	-6	-5	0	-1	4	4	-1	12
COc1ccc(-n2c(O)c(/C=N/NS(=O)(=O)c3ccc(C)c([N+](=O)[O-])c3)c3ccccc3c2=O)cc1OC
→ -15	1	-16	1	-1	-8	3	i	5
CN(C1CCS(=O)(=O)C1)S(=O)(=O)c1cccc2nsnc12 (configuration not stated)
→ -14	9[fluorescence artefact?]	-12	6	-2	-17	-1	10	18
Cc1ccc(-c2nc3ccccc3s2)cc1S(=O)(=O)N1CCCC1
→ 0	3	3	2	-1	7	2	5	6
CCOCC(=O)Nc1sc2c(c1C(=O)OCC)CCCC2
→ -13	1	9	0	3	13	0	.	5
CC(C)(C)OC(=O)NCCCCCNC(=O)c1[nH]cnc1C(=O)N[C@@H](CCCCNC(=O)OC(C)(C)C)C(=O)OC(C)(C)C
→ .	3	-13	-3	3	-2	-4	-4	14
O=C1NC2(CCCCC2)Oc2ccccc21
→ -5	2	1	4	1	-25	4	-2	18
Cc1c(NC(=O)CN2C(=O)C3C4C=CC(C4)C3C2=O)c(=O)n(-c2ccccc2)n1C (configuration not stated)
→ -2	-8	9	2	1	-2	-7	-3	13
O=C(CC(SCCO)c1ccc2c(c1)OCO2)c1cccs1 (configuration not stated)
→ -22	-8	-16	0	2	9	4	0	16
O=C(O)c1ccc(/C=C/c2nc3sc4c(c3c(=O)[nH]2)CCC4)cc1
→ 5	0	20	-2	-1	-3	5	-13	5
COc1cccc(CC2(CO)CCN(C(=O)NCCc3ccccc3)CC2)c1
→ -30	3	-2	12	2	.	-2	.	21
COC(=O)C(C#N)C(=C1C(=O)CC(C)(C)CC1=O)c1ccc(O)cc1 (configuration not stated)
→ -11	-5[fluorescence artefact?]	7	3	5	8	4	-4	9
O=C(/C=C/c1c(F)cccc1Cl)c1ccc(O)cc1
→ -4	3	-4	-4	11*	-2	12	.	1
COc1ccc(C2CC(C(F)(F)F)n3nc(C(=O)O)c(Br)c3N2)cc1 (configuration not stated)
→ -17	-7	9[fluorescence artefact?]	-1	-1	-5	6	7	6
CC1CCc2cc(F)ccc2N1S(=O)(=O)c1ccc(Cl)nc1 (configuration not stated)
→ -17	0	-8	0	-3	-8	-2	6	7
CCCCn1c(-c2csc(CC)c2)n[nH]c1=S
→ 9	6	-8[fluorescence artefact?]	-3	0	-12	-3	3	1
O=C1OCCC1Sc1nnnn1-c1ccc(Cl)cc1 (configuration not stated)
→ -8	1	0	5	1	4	3	.	16
CC(C)C1/C(=N/O)CC(c2ccccc2)NC1c1ccccc1 (configuration not stated)
→ -19	1	1	-4	-2	-5	1	.	2
C=CCn1c(SCC(=O)c2c(C)[nH]c3ccccc23)nnc1-c1ccncc1
→ -23	-1	9	14	-3	3	-4	-14	6
COc1ccc(CCNC(=O)C23CN(Cc4ccccc4)CC2C(c2ccc([N+](=O)[O-])cc2)=NO3)cc1 (configuration not stated)
→ 5	-7	40	8	-4	-14	3	2	8
O=c1[nH]c2ccccc2nc1C(F)(F)F
→ -14	12	16	4	-1	-1	-1	11	12
Cc1c(NS(=O)(=O)c2ccc(Br)s2)c(=O)n(-c2ccccc2)n1C
→ 2	-9[fluorescence artefact?]	9	-2	1	4	1	1	16
OCCCCNCc1ccc(OCc2ccccc2Cl)cc1
→ -5	3	-1	2	-4	-25	1	-6	17
CCCCNC(=O)CNC(=S)N(Cc1ccc(C)cc1)Cc1ccco1
→ -9	-3	-7	-2	-2	-5	-6	-1	4
COc1cc(C(=O)NC(=S)Nc2cccc(-c3cc4ccccc4oc3=O)c2)cc(OC)c1OC
→ -10	3	-13[fluorescence artefact?]	-10	0	-6	-3	-1	3
CCNS(=O)(=O)c1ccc(NC(=O)c2ccccc2OCC)cc1
→ -6	6	10	-6	2	-9	-4	4	3
CCCCn1nc2cc(C(=O)NCC3CC3)ccc2c1OCC
→ -12	2	3	-8	0	-21	1	5	4
COc1ccc(-c2csc3ncn(-c4cccc(C)c4)c(=O)c23)cc1OC
→ -7	0	-3	-1	-1	4	-3	14	11
CC1CCCCN1C(=O)Nc1ccccc1Cl (configuration not stated)
→ -1	1	8	-4	4	0	4	-4	1

# In the list so far, these have a CF3 group:
# Each structure is followed by: MDM2 E3 inh	eIF4E-4G inh	14-3-3 Bad PPI	FXIa inh	Wee1 degr inh	KLK5 inh	p97 inhibitor	Rad51 HR inh	FXIIa inh
COc1ccc(C2CC(C(F)(F)F)n3nc(C(=O)O)c(Br)c3N2)cc1 (configuration not stated)
→ -17	-7	9[fluorescence artefact?]	-1	-1	-5	6	7	6
O=c1[nH]c2ccccc2nc1C(F)(F)F
→ -14	12	16	4	-1	-1	-1	11	12

# More records
# Each structure is followed by: MDM2 E3 inh	eIF4E-4G inh	14-3-3 Bad PPI	FXIa inh	Wee1 degr inh	KLK5 inh	p97 inhibitor	Rad51 HR inh	FXIIa inh
COc1ccc2nc(SCC(=O)Nc3ccccc3C)[nH]c2c1
→ 7	-5[fluorescence artefact?]	-5	5	0	-12	-2	-10	13
COc1ccc(CSc2nnc(NC(C)=O)s2)cc1[N+](=O)[O-]
→ -9	4	-1	0	-1	1	4	.	9
CCOC(=O)c1c(C)[nH]sc1=S
→ 0	-1	-2	-9	0	-28	5	.	0
COc1cccc(OC)c1OCCOCCn1cnc2ccccc2c1=O
→ -10	4	7	-1	0	-10	1	.	4
COc1ccc(NC(=O)C(c2ccc(C)cc2)N(C)C(=O)c2cnccn2)cc1 (configuration not stated)
→ -5	-14[fluorescence artefact?]	4	0	1	-11	1	-3	-12
Cc1ccc(NC(=O)N2CCCn3c(SCC(=O)c4ccccc4)nnc32)cc1
→ -10	7	3	2	1	-9	1	8	5
CCOC(=O)N1CCN(S(=O)(=O)c2ccc(C)cc2)C1
→ -9	7	0	-4	-2	7	11	5	12
CC(=O)NC(CCCN1C(=O)c2ccccc2C1=O)c1nnn(C)n1 (configuration not stated)
→ 2	2	2[fluorescence artefact?]	1	3	-6	4	15	8
Cc1ccc(C(=O)NNC(=O)CNc2cccc(Cl)c2)cc1
→ 0	4	-9	0	3	2	4	0	7
Cc1ccc(S(=O)(=O)c2cc3c(=O)n4ccccc4nc3n(C)c2=N)cc1
→ -11	2	0	-5	-1	-20	3	.	1
O=C(N/N=C/c1ccc(OC(F)F)cc1OC(F)F)c1ccc(Br)cc1
→ -2	-2	-2	6	4	2	7	-6	14
Clc1ccc(OCc2nn3c(-c4ccco4)nnc3s2)cc1
→ -12	4	-6	-3	0	-11	2	-11	3
CCN(CC)c1ccc(/C=N/N2CCOCC2)c(O)c1
→ 9	13[fluorescence artefact?]	-16	5	0	-12	1	6	11
COCCNC(=S)N(CCc1c(C)[nH]c2ccc(F)cc12)Cc1cccs1
→ -2	1	-12	-3	-1	-3	1	8	2
